BioA inh: inhibitors of Mycobacterium tuberculosis BioA enzyme; purified M. tuberculosis BioA enzyme, plate reader; inhibition, % at 9.99 µM; actives 0.096% (n = 360,000); AID 602481; in the data active means inhibition above about 40%
Active calls of the source: *. These rows are one share of the data. The share of hits here may be higher or lower than overall.

O=C(N[C@H]1CC[C@H](CC(=O)N2CCc3ccccc3C2)O[C@@H]1CO)C1CCC1
  BioA inh = -4.8
C[C@H]1CN([C@@H](C)CO)C(=O)c2cccc(NC(=O)Nc3ccc(F)cc3)c2O[C@H]1CN(C)Cc1ccc2c(c1)OCO2
  BioA inh = -1.8
C[C@H](CO)N1C[C@H](C)[C@H](CN(C)S(=O)(=O)c2ccc(F)cc2)OCCCC[C@H](C)Oc2ccc(NC(=O)Cc3ccccc3)cc2C1=O
  BioA inh = 4.4
CC(=O)N(C)C[C@H]1Oc2cc(C3=CCCC3)ccc2S(=O)(=O)N([C@@H](C)CO)C[C@@H]1C
  BioA inh = -0.9
COc1ccc(S(=O)(=O)Nc2ccc3c(c2)C(=O)N([C@H](C)CO)C[C@@H](C)[C@H](CN(C)Cc2ccc(C(=O)O)cc2)OCCCC[C@@H](C)O3)cc1
  BioA inh = 0.4
COCC(=O)N(C)C[C@H]1Oc2cc(C#CC(C)(C)O)ccc2S(=O)(=O)N([C@H](C)CO)C[C@H]1C
  BioA inh = -2.0
COc1ccc(S(=O)(=O)Nc2ccc3c(c2)C(=O)N([C@@H](C)CO)C[C@H](C)[C@H](CN(C)C(=O)Nc2ccccc2)OCCCC[C@H](C)O3)cc1
  BioA inh = -2.3
COc1ccc(CNC(=O)C[C@H]2C[C@@H]3c4cc(NC(=O)NC5CCCC5)ccc4O[C@@H]3[C@H](CO)O2)cc1
  BioA inh = 11
CO[C@H](CN(C)S(=O)(=O)c1ccc(F)cc1)[C@H](C)CN([C@@H](C)CO)S(=O)(=O)c1cccc(Cl)c1
  BioA inh = -0.1
Cc1cccc(S(=O)(=O)N2C[C@@H](O)COC[C@H]3O[C@H](CC(=O)NCCCN4CCOCC4)CC[C@@H]32)c1
  BioA inh = -0.2

C[C@H](CO)N1C[C@H](C)[C@H](CN(C)Cc2ccc(C(=O)O)cc2)OCCCC[C@H](C)Oc2ccc(NC(=O)Nc3ccc(C(F)(F)F)cc3)cc2C1=O
  BioA inh = 5.4
O=C(C[C@@H]1CC[C@@H]2[C@H](COC[C@H](O)CN2S(=O)(=O)c2cccc(Cl)c2)O1)NC1Cc2ccccc2C1
  BioA inh = 0.0
Cc1noc(C)c1NC(=O)Nc1ccc2c(c1)C(=O)N([C@H](C)CO)C[C@@H](C)[C@H](CN(C)Cc1ccccc1)O2
  BioA inh = 0.2
CN1C(=O)c2cc(NC(=O)c3cscn3)ccc2OC[C@H]2O[C@H](CC(=O)NCc3ccc(Cl)c(Cl)c3)CC[C@H]21
  BioA inh = 0.2
COc1ccc(NC(=O)Nc2ccc3c(c2)[C@@H]2C[C@@H](CC(=O)N4CCCCC4)O[C@@H](CO)[C@@H]2O3)cc1
  BioA inh = 0.1
O=S(=O)(c1ccccc1)N1CCCCN2[C@H](CO)[C@H](c3ccc(C#Cc4ccccc4)cc3)[C@@H]2C1
  BioA inh = 3.2
CC(C)CC#Cc1ccc2c(c1)O[C@@H](CN(C)Cc1ccccc1F)[C@H](C)CN([C@H](C)CO)S2(=O)=O
  BioA inh = 5.7
COc1ccccc1-c1ccc2n(c1=O)C[C@@H]1[C@@H](CO)[C@H](C(=O)N3CCCCC3)N(C)[C@H]21
  BioA inh = -0.2
COc1ccc(C#Cc2cnc3c(c2)C(=O)N([C@H](C)CO)C[C@H](C)[C@H](CN(C)C(=O)CC2CC2)O3)cc1
  BioA inh = 0.7
COc1ccc(NC(=O)Nc2ccc3c(c2)C(=O)N([C@@H](C)CO)C[C@H](C)[C@@H](CN(C)Cc2ccc4c(c2)OCO4)OCCCC[C@H](C)O3)cc1
  BioA inh = 0.0

The final 4 entries of the section above are carried over, then new ones follow:
CC(C)CC#Cc1ccc2c(c1)O[C@@H](CN(C)Cc1ccccc1F)[C@H](C)CN([C@H](C)CO)S2(=O)=O
  BioA inh = 5.7
COc1ccccc1-c1ccc2n(c1=O)C[C@@H]1[C@@H](CO)[C@H](C(=O)N3CCCCC3)N(C)[C@H]21
  BioA inh = -0.2
COc1ccc(C#Cc2cnc3c(c2)C(=O)N([C@H](C)CO)C[C@H](C)[C@H](CN(C)C(=O)CC2CC2)O3)cc1
  BioA inh = 0.7
COc1ccc(NC(=O)Nc2ccc3c(c2)C(=O)N([C@@H](C)CO)C[C@H](C)[C@@H](CN(C)Cc2ccc4c(c2)OCO4)OCCCC[C@H](C)O3)cc1
  BioA inh = 0.0
C[C@@H]1CN([C@@H](C)CO)C(=O)Cc2cc(NC(=O)CCC(F)(F)F)ccc2O[C@H]1CN(C)Cc1ccc2c(c1)OCO2
  BioA inh = 2.7
O=C(NC1CCC1)[C@H]1[C@H](CO)[C@H]2Cn3c(ccc(-c4ccccc4)c3=O)[C@H]2N1Cc1ccccn1
  BioA inh = 2.4
C[C@H]1CN([C@@H](C)CO)C(=O)c2cccc(NC(=O)c3ccncc3)c2O[C@H]1CN(C)S(=O)(=O)c1cccs1
  BioA inh = -0.5
CCC(=O)N[C@@H]1CC[C@@H](CC(=O)NCc2ccc(OC)cc2)O[C@@H]1CO
  BioA inh = -1.5
COCC(=O)Nc1ccc2c(c1)C(=O)N(C)C[C@@H](OC)[C@@H](C)CN(C(=O)c1ccccc1)[C@@H](C)CO2
  BioA inh = -1.0
C[C@H](CO)N1C[C@H](C)[C@H](CN(C)S(=O)(=O)c2ccc(F)cc2)OCCCC[C@H](C)Oc2ccc(NC(=O)Nc3ccc4c(c3)OCO4)cc2C1=O
  BioA inh = -2.3
C[C@@H]1CN([C@@H](C)CO)C(=O)c2cc(Br)cnc2O[C@H]1CN(C)Cc1ccccn1
  BioA inh = 4.0
CO[C@H]1CC[C@H]2CCOc3ccc(C#N)cc3C(=O)N(C)[C@@H](C)C(=O)N(C)C[C@@H]1O2
  BioA inh = -0.1
C[C@H](O)C#Cc1ccc([C@@H]2[C@@H](CO)N3CCCCN(C(=O)Nc4ccccc4)C[C@@H]23)cc1
  BioA inh = -0.9
O=C(C[C@@H]1CC[C@H]2[C@@H](COC[C@H](O)CN2C(=O)Nc2ccc(F)cc2)O1)NCCCN1CCOCC1
  BioA inh = -2.1

Among those listed so far, these have a COOH group:
COc1ccc(S(=O)(=O)Nc2ccc3c(c2)C(=O)N([C@H](C)CO)C[C@@H](C)[C@H](CN(C)Cc2ccc(C(=O)O)cc2)OCCCC[C@@H](C)O3)cc1
  BioA inh = 0.4
C[C@H](CO)N1C[C@H](C)[C@H](CN(C)Cc2ccc(C(=O)O)cc2)OCCCC[C@H](C)Oc2ccc(NC(=O)Nc3ccc(C(F)(F)F)cc3)cc2C1=O
  BioA inh = 5.4

Further structures
C[C@H](NC(=O)C[C@H]1CC[C@H](NC(=O)C2CC2)[C@H](CO)O1)c1ccccc1
  BioA inh = -1.2
COc1ccc(NC(=O)Nc2cccc3c2O[C@@H](CN(C)S(=O)(=O)c2cccs2)[C@H](C)CN([C@H](C)CO)C3=O)cc1
  BioA inh = -1.6
CCCNC(=O)[C@@H]1[C@@H](CO)[C@@H]2Cn3c(cccc3=O)[C@H]1N2C(=O)C1CCCC1
  BioA inh = -0.8
CC(C)NC(=O)N[C@@H]1C=C[C@H](CC(=O)NCc2ccc(Oc3ccccc3)cc2)O[C@H]1CO
  BioA inh = -1.1
C[C@H]1CCCCO[C@H](CN(C)C(=O)c2ccccc2)[C@@H](C)CN([C@@H](C)CO)C(=O)c2cc(NS(=O)(=O)c3cn(C)cn3)ccc2O1
  BioA inh = 0.8
COCCNC(=O)C[C@H]1CC[C@@H]2[C@H](COc3ccc(NC(=O)Cc4ccccc4)cc3C(=O)N2C)O1
  BioA inh = -1.8
CCNC(=O)C[C@@H]1CC[C@@H](NC(=O)C2CCC2)[C@H](CO)O1
  BioA inh = 0.7
CN1CCN(C(=O)C[C@H]2CC[C@H]3[C@@H](COC[C@H](O)CN3C(=O)c3ccccc3F)O2)CC1
  BioA inh = -0.5
C[C@@H]1CCCCO[C@H](CN(C)C(=O)CCC(F)(F)F)[C@H](C)CN([C@@H](C)CO)C(=O)c2cc(NC(=O)NC3CCCCC3)ccc2O1
  BioA inh = 3.7
CCS(=O)(=O)Nc1ccc2c(c1)C(=O)N(C)[C@@H]1CC[C@@H](CC(=O)N3CCN(C)CC3)O[C@H]1CO2
  BioA inh = -0.4

Cc1noc(C)c1NC(=O)NCC[C@@H]1CC[C@@H](NC(=O)Cc2cccnc2)[C@H](CO)O1
  BioA inh = 0.9
CO[C@@H](C(=O)N(C)C[C@H]1OCc2ccccc2-c2c(n(C)c3ccccc23)C(=O)N([C@H](C)CO)C[C@@H]1C)c1ccccc1
  BioA inh = 1.4
COc1ccccc1NC(=O)N(C)C[C@@H]1Oc2ncc(C#CCC(C)C)cc2C(=O)N([C@@H](C)CO)C[C@H]1C
  BioA inh = 3.1
COc1ccc(NC(=O)N(C)C[C@@H]2Oc3cc(-c4ccc(C)cc4)ccc3S(=O)(=O)N([C@H](C)CO)C[C@H]2C)cc1
  BioA inh = -0.1
CN1CCN(C(=O)C[C@@H]2CC[C@@H]3[C@H](COC[C@H](O)CN3CC3CCCCC3)O2)CC1
  BioA inh = -1.0
Cc1noc(C)c1S(=O)(=O)N(C)C[C@H]1Oc2ccc(NS(=O)(=O)c3cn(C)cn3)cc2CC(=O)N([C@@H](C)CO)C[C@H]1C
  BioA inh = 4.9
CC(=O)Nc1ccc2c(c1)C(=O)N(C)[C@H]1CC[C@H](CC(=O)NCc3ccc4c(c3)OCO4)O[C@@H]1CO2
  BioA inh = 0.8
COCC(=O)N(C)C[C@@H]1Oc2ncc(C#Cc3ccccc3OC)cc2C(=O)N([C@H](C)CO)C[C@@H]1C
  BioA inh = -0.2
CCC(=O)Nc1ccc2c(c1)C(=O)N(C)C[C@H](OC)[C@@H](C)CN(Cc1ccccc1OC)[C@@H](C)CO2
  BioA inh = -0.8
CC(C)C#Cc1ccc2c(c1)O[C@H](CN(C)C(=O)C1CC1)[C@H](C)CN([C@@H](C)CO)S2(=O)=O
  BioA inh = 0.2

Reprinted from the part before: 2 compounds; new compounds follow.
structure,BioA inh
CCC(=O)Nc1ccc2c(c1)C(=O)N(C)C[C@H](OC)[C@@H](C)CN(Cc1ccccc1OC)[C@@H](C)CO2,-0.8
CC(C)C#Cc1ccc2c(c1)O[C@H](CN(C)C(=O)C1CC1)[C@H](C)CN([C@@H](C)CO)S2(=O)=O,0.2
C[C@H](CO)N1C[C@H](C)[C@H](CN(C)C(=O)C2CC2)Oc2cc(Br)ccc2S1(=O)=O,5.1
C[C@@H]1CN([C@H](C)CO)S(=O)(=O)c2ccc(-c3cncnc3)cc2O[C@H]1CN(C)Cc1ccccc1,0.5
C[C@H]1CCCCO[C@H](CN(C)C(=O)Nc2ccccc2)[C@@H](C)CN([C@@H](C)CO)C(=O)c2cc(NS(=O)(=O)c3cccs3)ccc2O1,-3.4
COc1ccc(NC(=O)N(C)C[C@H]2OCCCC[C@H](C)Oc3ccc(NC(=O)CCCN(C)C)cc3C(=O)N([C@@H](C)CO)C[C@@H]2C)cc1,-0.8
COc1ccc(S(=O)(=O)N(C)C[C@@H]2Oc3ccc(NS(C)(=O)=O)cc3CC(=O)N([C@H](C)CO)C[C@@H]2C)cc1,-0.5
C[C@@H](O)C#Cc1cnc2c(c1)C(=O)N([C@@H](C)CO)C[C@H](C)[C@@H](CN(C)Cc1cccc(F)c1)O2,0.2
COc1ccc(CN(C)C[C@@H]2Oc3ccc(NC(=O)Nc4ccc(C(F)(F)F)cc4)cc3CC(=O)N([C@H](C)CO)C[C@H]2C)cc1,-2.8
C[C@@H]1CCCCO[C@@H](CN(C)C(=O)Nc2ccc(F)cc2)[C@H](C)CN([C@@H](C)CO)C(=O)c2cc(NS(C)(=O)=O)ccc2O1,-0.5
C[C@@H]1CCCCO[C@@H](CN(C)C(=O)c2ccncc2)[C@@H](C)CN([C@H](C)CO)C(=O)c2cc(NC(=O)CCCCCC(=O)Nc3ccccc3N)ccc2O1,-3.6
COCC(=O)N(C)C[C@H]1Oc2cc(C#CCC(C)C)ccc2S(=O)(=O)N([C@@H](C)CO)C[C@H]1C,1.2
C[C@@H]1CN([C@@H](C)CO)C(=O)c2cc(-c3ccccc3)cnc2O[C@H]1CN(C)C(=O)Nc1ccccc1,3.0
CCCC#Cc1ccc([C@H]2[C@@H](C#N)N(C(=O)C3CC3)[C@H]2CO)cc1,-1.6
CO[C@@H]1CN(C)C(=O)c2ccc(NS(C)(=O)=O)cc2OC[C@@H](C)N(Cc2cncnc2)C[C@@H]1C,-2.9
Cc1noc(C)c1S(=O)(=O)N(C)C[C@@H]1Oc2c(NC(=O)C3CC3)cccc2C(=O)N([C@H](C)CO)C[C@@H]1C,2.5
O=C(NC[C@H]1[C@@H](c2ccccc2)[C@H](CO)N1C(=O)Cc1ccncc1)C1CCC1,-2.6
COc1ccc(CN(C)C[C@@H]2OCCCC[C@H](C)Oc3ccc(NS(=O)(=O)c4ccc(F)cc4)cc3C(=O)N([C@H](C)CO)C[C@@H]2C)cc1,5.3
C[C@H](CO)N1C[C@H](C)[C@H](CN(C)C(=O)Nc2ccc(F)cc2)Oc2c(NC(=O)Nc3ccccc3)cccc2C1=O,1.2
COc1ccccc1CNC(=O)C[C@H]1C=C[C@H](NC(=O)CC2CC2)[C@@H](CO)O1,-0.4
C[C@H](O)C#Cc1ccc2c(c1)O[C@@H](CN(C)C)[C@H](C)CN([C@@H](C)CO)S2(=O)=O,-1.8
C[C@H]1CN([C@@H](C)CO)C(=O)Cc2cc(NC(=O)Cc3cn(C)c4ccccc34)ccc2O[C@H]1CN(C)Cc1ccc(C(=O)O)cc1,1.8
O=C(NCC[C@H]1CC[C@H](NC(=O)C2CCOCC2)[C@H](CO)O1)c1cc(Cl)cc(Cl)c1,-1.4
Cc1noc(C)c1NC(=O)Nc1ccc2c(c1)C(=O)N([C@H](C)CO)C[C@H](C)[C@H](CN(C)C(=O)c1ccccc1)OCCCC[C@@H](C)O2,0.9
C[C@H]1CN([C@@H](C)CO)C(=O)c2cc(NS(=O)(=O)c3ccc(Cl)cc3)ccc2O[C@@H]1CN(C)C(=O)Nc1ccc2c(c1)OCO2,1.7
C[C@H]1CN([C@@H](C)CO)C(=O)c2ccccc2-c2ccccc2CO[C@H]1CN(C)Cc1ccc(C(=O)O)cc1,0.8
Cc1noc(C)c1NC(=O)Nc1ccc2c(c1)C(=O)N([C@@H](C)CO)C[C@H](C)[C@@H](CN(C)C(=O)C1CCCCC1)OCCCC[C@@H](C)O2,2.6
COc1ccc(NC(=O)Nc2ccc3c(c2)C(=O)N([C@H](C)CO)C[C@@H](C)[C@H](CN(C)S(=O)(=O)c2ccc(Cl)cc2)O3)cc1,14
C[C@H]1CN([C@@H](C)CO)S(=O)(=O)c2ccc(C3=CCCCC3)cc2O[C@@H]1CN(C)C(=O)C1CCOCC1,-1.1
